# High-throughput results (PubChem)
# M1 PAM: human M1 muscarinic receptor positive allosteric modulators, primary screen, CHO-K1 cells, Fluo-8 calcium fluorescence, 1536-well. Muscarinic acetylcholine receptor M1 (Homo sapiens), P11229. CHO-K1 hM1, ACh EC20; 0% = ACh EC20, 100% = maximal ACh. activation, % at 3 µM. 360,000 tested, 0.088% active. AID 588819, 2011; in the data active means activation above about 19%, passing the limit was not always enough
# CHRM4 agonist: human M4 muscarinic receptor agonists, primary screen, CHO-K1 cells, Fluo-8 calcium fluorescence | 360,000 tested, 0.14% active | CHO-K1 hM4/Gqi5; vehicle 0%, full acetylcholine response 100% | activation, % at 3 µM | AID 624127, 2012 | Muscarinic acetylcholine receptor M4 (Homo sapiens), P08173;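 active means activation above the run mean over all test wells plus 3 SD, cut at about 32% in these data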;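 further: peak over basal fluorescence ratio per well then scaled between controls; 0% = DMSO wells and 100% = acetylcholine at EC100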
# Target sequence (P08173 whole entry, looked up): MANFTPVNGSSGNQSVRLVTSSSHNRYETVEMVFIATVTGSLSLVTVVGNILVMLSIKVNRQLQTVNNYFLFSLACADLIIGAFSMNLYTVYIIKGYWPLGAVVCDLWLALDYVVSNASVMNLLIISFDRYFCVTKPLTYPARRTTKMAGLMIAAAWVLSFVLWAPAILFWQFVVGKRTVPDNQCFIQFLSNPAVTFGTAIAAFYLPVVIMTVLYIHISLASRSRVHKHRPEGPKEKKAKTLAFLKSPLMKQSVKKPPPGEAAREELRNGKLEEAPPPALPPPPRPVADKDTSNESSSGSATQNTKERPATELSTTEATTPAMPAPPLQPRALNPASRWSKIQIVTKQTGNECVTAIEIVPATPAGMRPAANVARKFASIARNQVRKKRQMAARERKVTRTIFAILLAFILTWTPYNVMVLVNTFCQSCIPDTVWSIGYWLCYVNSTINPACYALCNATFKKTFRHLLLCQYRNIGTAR
# OXTR potentiate: human OXTR potentiators, primary screen, fluorescence, CHO-OTR cells, Fluo-8 calcium; activation, % at 3 µM; 320,000 tested, 0.061% active; Fluo-8 calcium fluorescence, potentiator mode; 0% = oxytocin EC15, 100% = EC100; Oxytocin receptor (Homo sapiens), P30559;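 active means activation above that plate's cutoff, the mean activation of tested compounds plus 3 SD, cut at about 6.6% in these data, passing the limit was not always enough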;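 further: 100% uses oxytocin at 75 nM as the full agonist control; some results filed as inactive read as strong as hits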
# Target sequence (P30559 whole entry, looked up): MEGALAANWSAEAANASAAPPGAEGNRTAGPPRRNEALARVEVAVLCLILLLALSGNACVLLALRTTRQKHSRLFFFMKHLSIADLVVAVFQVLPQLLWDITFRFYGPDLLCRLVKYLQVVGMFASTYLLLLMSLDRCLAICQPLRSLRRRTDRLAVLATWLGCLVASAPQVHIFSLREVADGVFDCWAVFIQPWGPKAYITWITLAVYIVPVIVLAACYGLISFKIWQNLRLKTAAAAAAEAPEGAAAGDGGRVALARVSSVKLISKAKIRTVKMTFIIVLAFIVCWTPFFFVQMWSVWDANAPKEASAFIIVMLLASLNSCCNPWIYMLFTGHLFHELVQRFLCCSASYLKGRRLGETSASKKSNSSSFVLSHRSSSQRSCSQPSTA
#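 Measured by – Fluo-8 calcium dye fluorescence · Test system – human OTR in CHO cells · Dosing – one concentration, 3.0 µM compound · Controls – EC15 oxytocin alone as 0%, 75 nM oxytocin as 100% · Evaluation – normalized max/min fluorescence ratio, % activation · Timing – 6 min pre-incubation, 100 s read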
# M4 antag: human M4 muscarinic receptor antagonists, primary screen, CHO cells, Fluo-8 calcium fluorescence | AID 624125, 2012 | Muscarinic acetylcholine receptor M4 (Homo sapiens), P08173 | 360,000 tested, 0.73% active | inhibition, % at 3 µM | CHO-hM4 cells, ACh EC80;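 active means inhibition above its plate's cutoff, the mean inhibition of sample wells plus 3 SD, cut at about 27% in these data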;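 further: 0% = acetylcholine EC80 with DMSO and 100% = DMSO without agonist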
# CHO-K1 Ca antag: nonselective inhibitor or artifact in parental CHO-K1 cells. ATP-induced calcium, Fluo-8 fluorescence. inhibition, % at 3 µM. 360,000 tested, 0.6% active;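 active means inhibition above a per-plate cutoff, the plate's mean sample inhibition plus 3 SD, cut at about 24% in these data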;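 further: 0% = DMSO plus EC80 ATP and 100% = DMSO alone without ATP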
# CHRM1 agonist: human M1 muscarinic receptor agonists, primary screen, Fluo-8 calcium fluorescence, CHO-K1 cells, HTS | activation, % at 3 µM | CHO-K1 hM1, agonist mode; 0% DMSO, 100% acetylcholine EC100 | 360,000 tested, 0.33% active;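 active means activation above the run's mean compound activation plus 3 SD, cut at about 16% in these data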;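 further: peak over basal fluorescence ratio within a 140 s kinetic read after compound addition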
# CHO parental Ca: ATP-evoked calcium signal inhibitors, parental CHO, primary screen, counter-screen for OX1R antagonist project, cell-based, fluorescence, Fluo-8 calcium dye; parental CHO-K1, ATP-induced calcium, Fluo-8 fluorescence; AID 463079, 2010; 330,000 tested, 0.63% active; inhibition, % at 5.6 µM;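 active means inhibition above that plate's mean sample inhibition plus 3 SD, cut at about 26% in these data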;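 further: 0% = ATP-challenged DMSO wells and 100% = DMSO wells without ATP; some compounds past the cut are filed as inactive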
#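 Measured by: calcium-sensitive Fluo-8 fluorescence / Test system: CHO parental line / Controls: ATP-challenged DMSO wells low, unchallenged DMSO wells high / Measure: % inhibition / Compound: single nominal dose of 5.6 µM per compound / Replicates: single well per compound, no replicates / Reagent: ATP as calcium-mobilizing challenge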
# M1 ag parental: counter-screen for M1 agonists: effect in parental CHO-K1 cells; 360,000 tested, 0.48% active; activation, % at 3 µM; Fluo-8 calcium fluorescence; scaled to maximal ATP response, vehicle zero; in the data active means activation above about 15%;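 further: untransfected CHO-K1 host cells lacking M1 receptor as counterscreen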
# M1 antag: human M1 muscarinic receptor antagonists, primary screen, CHO-K1 cells, Fluo-8 calcium fluorescence, 1536-well | CHO-K1 hM1, ACh EC80 antagonist | 360,000 tested, 1.3% active | inhibition, % at 3 µM | Muscarinic acetylcholine receptor M1 (Homo sapiens), P11229 | AID 588852, 2011;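 active means percent inhibition above its own plate's cutoff, namely the mean of that plate's compound wells plus 3 SD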;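 further: peak over basal fluorescence ratio during 140 s after agonist addition; 0% = ACh EC80 plus DMSO and 100% = DMSO alone without agonist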
# Active calls of the source: *; / = not tested or not shown.
# The line under a structure holds: M1 PAM	CHRM4 agonist	OXTR potentiate	M4 antag	CHO-K1 Ca antag	CHRM1 agonist	CHO parental Ca	M1 ag parental	M1 antag
Cc1cc(C)cc(C(=O)NCC(=O)N2CCN(C(c3ccccc3)c3ccccc3)CC2)c1
 : -10.3	4.1	-11.6	4.1	-16.9	-7.3	-23.8	0.2	9.7
O=C(COC(=O)/C=C/C(=O)N1CCN(c2ccccc2)CC1)NC(c1ccccc1)c1ccccc1
 : 9.3	3.1	-8.3	-12.1	-18.6	-5.6	-23.9	1.0	-6.2
Clc1cc(Cl)c2nc(N3CCOCC3)sc2c1
 : 2.3	0.5	-3.4	5.2	-1.2	-5.1	-13.9	-0.5	-1.4
N/C(=N\OS(=O)(=O)c1cc(Cl)ccc1Cl)c1ccncc1
 : -1.0	0.5	1.0	3.2	-6.7	-3.5	-4.8	0.0	1.4
O=c1/c(=C\c2cc([N+](=O)[O-])cc([N+](=O)[O-])c2O)sc2nc3ccccc3n12
 : 3.3	-0.2	-7.5	7.7	-13.1	-3.9	-0.1	1.4	-7.1
C=CCNc1ncnc2c1ncn2[C@H]1CN(Cc2cccc3ccccc23)C[C@@H](CO)O1
 : -1.2	13.7	/	-21.6	4.1	2.6	/	5.3	-1.8
CC(=O)N(NC(N)=O)C(C)CC(=O)C1C(C)C=CCC1(C)C (stereo not given)
 : 3.6	0.4	-4.3	4.6	-3.6	-0.8	1.2	-0.2	-6.3
c1csc(-c2nnc(COc3ccc4c(c3)OCO4)o2)c1
 : 0.3	2.8	2.5	-2.4	-14.2	-5.0	-9.2	1.6	-4.7
Cc1cccc(C)c1NC(=O)CNC(=O)c1ccc2c(c1)OCCO2
 : 20.2	0.7	-1.4	-5.1	-2.2	2.0	-9.1	0.6	-24.3
O=C1CN(C(=O)COC(=O)/C=C/c2ccc(S(=O)(=O)N3CCOCC3)cc2)c2ccccc2N1
 : -9.1	0.6	-3.8	-6.1	-11.0	-15.4	-16.5	0.7	6.7
COc1cccc(/C=C2/CCC(CN(C)C)C2=O)c1 (stereo not given)
 : 8.8	4.6	/	13.5	-9.0	-3.8	/	1.1	-14.6
CC1(C)CC2CC(C)(CN2C(=O)CCCN2C(=O)c3ccccc3C2=O)C1 (stereo not given)
 : 2.9	2.5	-2.0	1.5	9.9	-4.0	-18.9	0.6	-2.6
Cc1c(Cl)c([N+](=O)[O-])nn1CCCC(=O)N1CCN(c2ccccc2)CC1
 : -3.9	4.0	-6.6	-8.4	-19.2	-5.5	-16.8	3.7	-18.1
O=C(Nc1ccccc1)[C@@H]1CCCN1S(=O)(=O)c1ccc(Cl)cc1
 : 10.7	2.6	-0.6	-4.5	-3.7	-0.8	-15.2	-0.3	-25.0
CCOc1ccc(NC(=S)N(Cc2ccc(N(C)C)cc2)Cc2ccco2)cc1
 : -0.5	-2.3	-6.6	7.3	-7.5	-8.4	-9.8	-1.2	-4.5
CC(=NCc1ccco1)c1c(C)[nH]n(-c2nc3ccccc3s2)c1=O
 : 5.4	3.0	5.6	0.5	2.6	-5.6	-26.0	4.4	-3.9
CC(NS(=O)(=O)c1cccc(S(=O)(=O)c2ccccc2)c1)C(=O)O (stereo not given)
 : 6.7	0.2	-10.9	5.7	13.7	-0.3	4.5	0.1	3.4
O=C(CSc1ccccn1)Nc1cccc([N+](=O)[O-])c1
 : 6.1	2.7	-5.1	3.6	-4.7	-1.4	-11.6	1.9	-1.1
CC(C(=O)NCc1cccnc1)N1C(=O)c2ccccc2C1=O (stereo not given)
 : -1.0	1.0	-9.0	-6.9	-14.4	-1.4	-9.5	0.6	-22.4
COCCN1Cc2cccc(C(=O)Nc3ccc(C)cc3)c2C1=O
 : -11.5	0.7	-13.4	2.4	9.1	-4.7	-17.0	-0.1	9.6
O=C(Nc1cc(-c2ccccc2)[nH]n1)c1ccccc1F
 : 5.0	1.8	-9.1	10.6	-2.3	-3.0	-20.9	0.9	-8.5
Cc1cc(NC(=O)COC(=O)CCS(=O)(=O)c2ccc(Cl)cc2)no1
 : 9.8	1.5	-6.7	-9.3	-21.0	-2.4	0.8	1.9	-12.2
COc1cc(C(=O)N2CCCc3ccccc32)cc(OC)c1OC
 : 12.4	0.9	-6.7	4.4	1.3	-2.5	-5.7	0.6	-7.8
O=C(COC(=O)c1ccccn1)c1cccc(Br)c1
 : 14.4	1.4	-10.1	-6.3	-7.7	-2.7	6.1	0.6	-8.6
CC1(C(=O)NS(=O)(=O)c2ccc(F)cc2F)CCN1C(=O)Cc1ccc(Cl)cc1Cl (stereo not given)
 : -1.1	0.3	/	-0.4	27.0*	-2.6	/	-0.2	-0.2
COc1ccc2[nH]c3c(c2c1)CCN1C(=O)C(CC(=O)NCc2ccco2)C[C@H](C(=O)N(C(C)C)C(C)C)[C@@]31C (stereo not given in full)
 : 2.7	0.8	/	-6.1	-17.0	-10.7	-28.1	-0.3	-11.4
CCC(=O)Nc1ccc(-c2nc3ccccc3c(=O)o2)cc1
 : 10.2	-0.1	/	-1.2	-2.7	-3.0	/	0.1	-6.1
CCOP(=O)(O)c1cccc(OCCOCCOc2cccc(P(=O)(O)OCC)c2)c1
 : 2.4	0.0	9.3	5.9	-14.8	-1.7	-7.4	0.1	0.8
O=C(CC(=O)NN=C1CCCC1)NCCc1ccccc1
 : 2.1	-0.2	-8.4	-1.3	-8.4	-1.5	10.7	0.3	1.6
Cc1ccc(N(C)S(=O)(=O)c2ccc3c(c2)NC(=O)C(C)S3)cc1 (stereo not given)
 : 12.1	9.5	-10.9	-6.3	-4.9	0.6	-14.8	2.9	-3.0
O=C(CNC(c1ccccc1)c1ccccc1)Nc1ccccc1-c1ccccc1
 : -5.4	-1.5	-10.6	9.0	-3.4	-8.5	6.2	-0.4	2.1
COc1ccc2[nH]c(C)c(C(=O)CN3CCc4cc(OC)c(OC)cc4C3)c2c1
 : -3.9	0.7	-8.2	-3.7	-3.1	-3.7	-9.7	0.2	1.8
Cc1noc(NS(=O)(=O)c2ccc(NC(=O)/C=C/c3ccc(C(C)C)cc3)cc2)c1C
 : -1.8	-0.4	1.7	-2.6	-14.2	-0.7	0.0	0.3	3.3
CCCc1cc(=O)c2ccc(OCC(C)=O)cc2o1
 : -4.2	12.2	-10.4	5.1	-10.7	-2.9	0.3	4.8	12.7
COc1ccccc1OCCn1cc(/C=N/n2cnnc2)c2ccccc21
 : 3.5	7.0	-2.6	9.6	-13.7	-3.0	-5.3	5.8	3.5
O=C(c1sc2ccccc2c1Cl)N(Cc1ccco1)C1CCS(=O)(=O)C1 (stereo not given)
 : -7.5	3.9	-4.2	4.0	-12.2	-3.0	-19.9	2.1	9.1
CCc1cccc2c(C#N)cn(CC(=O)NCc3ccco3)c12
 : 0.4	1.0	-12.8	-0.5	-13.0	-3.7	-13.5	0.2	-28.8
O=C(NCc1ccccn1)c1ccc(Cl)c(S(=O)(=O)Nc2ccccc2C(=O)NCc2ccccn2)c1
 : -7.0	2.1	13.7*	-9.2	-7.0	-4.2	-9.1	1.0	-1.2
CN1C(=O)c2ccccc2Cc2c(NCc3ccccc3)ncnc21
 : -10.1	5.9	/	-6.6	-16.7	-1.2	/	3.4	-11.9
C=CCNC(=S)N/N=C(\C)c1ccc(OC)cc1
 : 13.3	0.4	-11.7	-0.2	-7.9	-9.2	4.4	0.9	-8.0
O=C(Cn1[nH]c(=O)c2ccccc2c1=O)OCC(=O)c1ccccc1
 : -2.0	2.1	1.2	6.0	-6.9	-3.0	-17.4	3.7	-0.2
Cc1ccc(C#N)c(SCc2cc3c(cc2Cl)OCO3)n1
 : 3.5	0.7	-3.0	18.7	-12.4	-4.2	-4.7	0.4	0.7
CC(=O)Nc1ccc(-c2csc(NCCc3ccccc3)n2)cc1
 : 0.2	12.0	-18.8	1.6	-11.3	13.2	-9.3	6.2	-4.7
Cc1ccc(NC(=O)CN(C)C(=O)c2n[nH]c(=O)c3ccccc23)cc1
 : 18.6	2.3	4.0	-7.2	-9.1	-4.6	-5.2	0.3	-8.6
CC1c2ccccc2N(NC(=O)Cc2ccccc2)C1C (stereo not given)
 : 2.4	-0.1	0.6	10.9	-10.5	-6.8	-16.7	1.1	-2.2
CC(C)(C)c1ccc(S(=O)(=O)NCc2ccc(C(=O)NCc3ccccn3)cc2)cc1
 : 7.6	3.4	-3.2	-0.5	3.9	-6.3	-15.7	1.1	-7.3
Cc1ccc(C)c(CSc2nnc(CCN)o2)c1
 : 5.3	0.5	-3.7	-0.4	0.2	-5.3	-1.8	2.6	-0.8
CCN(C(=O)COC(=O)CNC(=O)c1ccc2ccccc2c1)C1CCS(=O)(=O)C1 (stereo not given)
 : 5.6	0.5	-5.5	-1.0	-14.9	-5.4	-14.4	0.4	-5.5
CN(CCC#N)C(=O)COC(=O)c1ccc2c(=O)n3c(nc2c1)CCC3
 : 8.7	0.7	-10.0	-4.2	-8.6	0.3	3.6	0.2	-10.7
CC(C)COP(=O)(OCC(C)C)C(Nc1ccccc1)c1ccc(F)cc1 (stereo not given)
 : -9.7	2.0	0.2	-3.9	-21.0	-9.7	-50.5	1.6	10.3

# Quoted at random: 3 compounds from above
# The line under a structure holds: M1 PAM	CHRM4 agonist	OXTR potentiate	M4 antag	CHO-K1 Ca antag	CHRM1 agonist	CHO parental Ca	M1 ag parental	M1 antag
COc1ccc2[nH]c(C)c(C(=O)CN3CCc4cc(OC)c(OC)cc4C3)c2c1
 : -3.9	0.7	-8.2	-3.7	-3.1	-3.7	-9.7	0.2	1.8
CC1c2ccccc2N(NC(=O)Cc2ccccc2)C1C (stereo not given)
 : 2.4	-0.1	0.6	10.9	-10.5	-6.8	-16.7	1.1	-2.2
O=C(COC(=O)/C=C/C(=O)N1CCN(c2ccccc2)CC1)NC(c1ccccc1)c1ccccc1
 : 9.3	3.1	-8.3	-12.1	-18.6	-5.6	-23.9	1.0	-6.2

# New compounds follow.
# The line under a structure holds: M1 PAM	CHRM4 agonist	OXTR potentiate	M4 antag	CHO-K1 Ca antag	CHRM1 agonist	CHO parental Ca	M1 ag parental	M1 antag
O=S(=O)(NN=C1CCCCCCC1)c1ccccc1
 : 3.7	1.0	/	-1.4	2.5	-4.7	/	0.1	-10.6
CN(CCc1ccccc1)C(=O)c1cccc(NC(=O)Cc2cccc(NC(=O)C3CCCN(C(=O)C4CC4)C3)c2)c1 (stereo not given)
 : 4.3	1.7	/	-12.5	-8.4	-3.0	/	-0.7	-14.8
CCCCNCc1cccn1-c1ccccc1
 : 4.4	1.1	-6.5	16.3	4.1	-4.9	-3.1	-0.2	-1.6
COC(=O)C1OCOC2C(C(=O)OC)OCOC12 (stereo not given)
 : 7.9	0.1	/	-3.5	-6.4	-1.4	/	0.6	-14.7
